# Compound activity (PubChem BioAssay)
# PhoP GFP inhibition = PhoP regulon inhibitors, Salmonella typhi PhoP promoter GFP reporter, confirmatory (AID 1850); one-dose inhibition, % at 50 µM; IC50 in µM for titrated hits; Salmonella Typhi PhoP-promoter GFP reporter, fluorescence, 4 h; higher % means a stronger effect; 310,000 tested, 0.33% active; in the data active = a potency from the dose series; inconclusive = inhibition mostly from about 25% at the one dose, without a potency; inactive = the rest, 99 in 100 with inhibition below about 19%;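 note: 0% = induced wells with vehicle and 100% = uninduced wells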
# VEEV TC-83 Vero = inhibitors of VEEV TC-83 cytopathic effect, confirmation, Vero cells (AID 588727); 350,000 tested, 0.13% active; Vero cells, VEEV TC-83 cytopathic effect inhibition; higher % means a stronger effect; inhibition, % at 20 µM; hits with a dose series show IC50 in µM; in the data active = a potency from the dose series; inconclusive = inhibition mostly from about 14% at the one dose, without a potency; inactive = the rest, 99 in 100 with inhibition below about 12%; note: strong numbers were not always called active
# H1N1 NS1A inhibition = NS1A inhibition, H1N1 influenza, cell based functional assay (AID 504329); NS1A functional cell-based assay, percent inhibition; higher % means a stronger effect; inhibition, % at 12.5 µM; hits with a dose series show IC50 in µM; 340,000 tested, 0.3% active; in the data active = a potency from the dose series; inconclusive = inhibition above about 27% without an active follow-up result; note: strong numbers were not always called active
# M. tuberculosis = growth inhibition of non-replicating M. tuberculosis (AID 488890). inhibition, % at 25 µM; hits with a dose series show IC50 in µM. Mycobacterium tuberculosis non-replicating, growth inhibition; higher % means a stronger effect. 320,000 tested, 0.39% active; in the data active = a potency from the dose series; inconclusive = inhibition mostly from about 82% at the one dose, without a potency; inactive = the rest, 99 in 100 with inhibition below about 76%;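 note: plate controls were DMSO cells for no effect and high antibiotic wells for full effect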
# M. tuberculosis HTS = M. tuberculosis growth inhibition, HTS (AID 449762); 330,000 tested, 0.59% active; M. tuberculosis H37Rv growth inhibition, 7H9 media; higher % means a stronger effect; inhibition, % at 25 µM, or IC50 in µM where a hit was titrated; in the data active = a potency from the dose series; inconclusive = inhibition above about 70% without an active follow-up result;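 note: bacterial growth assessed after seven days of incubation; strong numbers were not always called active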
# VEEV TC-83 Vero 10K pilot screen = second read-out of VEEV TC-83 Vero, no call of its own (marks repeat the call); inhibition, %; measured here: 10K pilot screen inhibition
# * = called active by the depositor; i = inactive; ? = inconclusive; · = no result given.
SMILES,PhoP GFP inhibition,VEEV TC-83 Vero,H1N1 NS1A inhibition,M. tuberculosis,M. tuberculosis HTS,others
COc1cccc(C(=O)N(C)CC(=O)Nc2cccc3ccccc23)c1,·,1.5%,-2%,-10%,-4%,
CCN(CCCNC(=O)CCn1c(=O)[nH]c2ccccc2c1=O)c1ccccc1,-8%,2.8%,1%,33%,6%,
CSc1ccc(CN2CCN(CC=C(C)C)C(CCO)C2)cc1 (stereo unspecified),14%,0.7%,6%,71%,5%,
COc1ccccc1-c1ocnc1C(=O)Nc1ccc(N2CCOCC2)cc1N1CCOCC1,·,4.3%,5%,·,·,
CC(C)(C)c1ccccc1OCCOCCNCc1ccccc1,4%,i,5%,77%,3%,
COc1ccccc1C(=O)Nc1ccnn1C1CCN(CC2CC=CCC2)CC1 (stereo unspecified),-7%,1.1%,-4%,9%,8%,
C=CCn1c(COc2cccc(C)c2C)nnc1SCC(=O)N1CCN(c2ccccc2)CC1,-1%,8.5%,9%,50%,10%,
COc1ccc(N2CCN(Cc3nc(-c4ccc(Cl)cc4Cl)no3)CC2)cc1,-8%,i,16%,64%,8%,
CCOc1ccc2cc(C3CC(c4ccco4)=NN3S(C)(=O)=O)c(=O)[nH]c2c1 (stereo unspecified),-2%,0.2%,-1%,8%,-1%,
O=C(NC1CCCCC1)C1CCN(c2nnnn2-c2ccccc2)CC1,-6%,i,-2%,-9%,-8%,
COC(=O)c1cc(C)sc1NC(=S)N1CCN(CCc2ccccc2)CC1,-6%,0.7%,4%,0%,-6%,
CCCC[C@@H]1C=C(C(=O)O)[C@H](c2ccc3c(c2)OCO3)N1S(=O)(=O)c1ccc(C)cc1,·,i,-10%,23%,2%,
COC(=O)c1cn(NC(=O)c2ccncc2)c(=O)c2ccccc12,5%,2.8%,-8%,14%,11%,
CCC(NC(=O)c1cc(COc2ccc(C)nc2)on1)c1ccc(C)cc1 (stereo unspecified),-4%,1.6%,16%,21%,2%,
COc1ccc(S(=O)(=O)N2CCOCC2)cc1NC(=O)c1ccc(OC(F)F)cc1,·,3.2%,8%,·,·,
C=CCn1c(=O)/c(=C/c2ccc(F)cc2)s/c1=C(\C#N)c1nnc2n1CCCCC2,6%,0.5%,6%,24%,?,
CCOc1cc(C2C(C#N)=C(N)OC(C)=C2C(C)=O)c(Br)c(Br)c1OC(C)C (stereo unspecified),-8%,i,-3%,4%,3%,
CCOC(=O)c1ccc(N2CCOCC2)c(NC(=O)c2ccc3c(c2)OCO3)c1,6%,8.6%,-3%,18%,4%,
O=S1(=O)N=C2CCCCCN2C(c2ccncc2)N1 (stereo unspecified),-7%,i,2%,-7%,-11%,
CCCN1CCN(C(=O)C2CCN(S(=O)(=O)c3ccc4c(c3)NC(=O)C(C)S4)CC2)CC1 (stereo unspecified),1%,2.4%,-1%,7%,1%,
CCCCOC(=O)c1sc2nc(C)cc(C)c2c1N,4%,·,·,7%,-3%,
COc1ccc(NC(=O)CSc2nncn2C)c([N+](=O)[O-])c1,2%,i,-1%,3%,26%,
COc1ccccc1NC(=O)c1cc(S(=O)(=O)N2CCC3(CC2)OCCO3)ccc1F,8%,1.0%,4%,-9%,-2%,
O=C1N/C(=C\c2ccc(O)cc2)C(=O)c2ccccc21,3%,i,3%,40%,45%,
N/C(=N\OC(=O)c1ccc(Cl)cc1Cl)c1cccnc1,5%,3.8%,1%,42%,-2%,

# Pulled by compound from the entries so far, four records:
SMILES,PhoP GFP inhibition,VEEV TC-83 Vero,H1N1 NS1A inhibition,M. tuberculosis,M. tuberculosis HTS,others
CCOC(=O)c1ccc(N2CCOCC2)c(NC(=O)c2ccc3c(c2)OCO3)c1,6%,8.6%,-3%,18%,4%,
CSc1ccc(CN2CCN(CC=C(C)C)C(CCO)C2)cc1 (stereo unspecified),14%,0.7%,6%,71%,5%,
COc1ccc(NC(=O)CSc2nncn2C)c([N+](=O)[O-])c1,2%,i,-1%,3%,26%,
CCCN1CCN(C(=O)C2CCN(S(=O)(=O)c3ccc4c(c3)NC(=O)C(C)S4)CC2)CC1 (stereo unspecified),1%,2.4%,-1%,7%,1%,

# (listing goes on)
SMILES,PhoP GFP inhibition,VEEV TC-83 Vero,H1N1 NS1A inhibition,M. tuberculosis,M. tuberculosis HTS,others
CN(CC1COc2ccccc2O1)C(=O)CSc1ncnc2sccc12 (stereo unspecified),·,0.7%,0%,19%,4%,
CC(=O)O[C@H](COc1c2ccoc2cc2oc(=O)ccc12)C(C)(C)O,·,0.1%,-7%,-20%,-13%,VEEV TC-83 Vero 10K pilot screen=1.2
Cc1nnc(SCc2c(Cl)cccc2Cl)n(N)c1=O,3%,2.0%,3%,16%,0%,
C/C(=N\Nc1ccc2nncn2n1)c1ccc(Br)s1,0%,1.1%,-7%,-12%,-4%,
COc1ccc(OCC(=O)NNC(=O)C2CCN(c3ncnc4sc(C)c(C)c34)CC2)cc1,·,2.5%,1%,-6%,-10%,
C[C@@H]1O[C@@H](OC[C@H]2O[C@@H](Oc3c(-c4ccc(O)cc4)oc4cc(O)cc(O)c4c3=O)[C@H](O)[C@@H](O)[C@@H]2O)[C@H](O)[C@H](O)[C@H]1O,10%,0.4%,-4%,-16%,-9%,
CC(=O)c1cccc(NC(=O)CC2CCCC2)c1,11%,2.2%,6%,28%,8%,
O=C(Nc1nc(-c2ccccc2)cs1)c1ccccc1NS(=O)(=O)c1ccc(F)cc1,-5%,8.2%,-2%,69%,3%,
COC(=O)c1ccc(S(=O)(=O)N2CCC(c3nc4ccccc4o3)CC2)cc1,37%,i,1%,5%,-2%,
N#CC(C(=O)CCN1C(=O)C2CC=CCC2C1=O)c1nc2ccccc2[nH]1 (stereo unspecified),2%,8.1%,1%,-4%,-7%,
CCOc1ccc2nc(SC3CC(=O)N(c4ccc(OC)cc4)C3=O)sc2c1 (stereo unspecified),-1%,6.5%,14%,21%,21%,
CC(=O)N(CCC1(c2ccc(C)cc2)CCOC(C(C)C)C1)Cc1ccco1 (stereo unspecified),24%,2.2%,12%,12%,17%,
CCCCn1c(N)c(N(CCOC)C(=O)CSCc2cccc(C)c2)c(=O)[nH]c1=O,-7%,3.8%,0%,1%,0%,
O=C(NN1S(=O)(=O)c2ccccc2S1(=O)=O)c1ccc(Br)cc1,-15%,1.1%,-1%,7%,2%,
Cc1cccc(NC(=O)CSc2nnc([C@@H](N)Cc3ccccc3)o2)c1C,-4%,i,-6%,0%,4%,
COC(=O)[C@@H](N)CS,0%,i,-6%,?,4%,
O=C(Nc1sc2c(c1C(=O)O)CCCCC2)c1cccnc1,-7%,4.9%,2%,61%,-1%,
O=C(NCc1nnc(SCC(=O)N2CCc3ccccc32)o1)c1ccco1,0%,0.3%,-12%,11%,6%,VEEV TC-83 Vero 10K pilot screen=0.0
O=C(Nc1ccn(Cc2ccc(Cl)cc2)n1)c1ccc2c(c1)OCO2,2%,i,9%,?,?,
CC1CCc2c(sc(N)c2C(N)=O)C1 (stereo unspecified),-14%,i,-2%,19%,-2%,
COC(=O)CS(=O)(=O)c1ccc2c(c1)CC(=O)N2,1%,0.1%,-15%,-15%,-6%,
COc1cccc(NC(=O)CN(C)C(=O)Cc2n[nH]c(=O)c3ccccc23)c1,·,2.6%,3%,-3%,-3%,
O=S1(=O)CCN2C(c3cccc4ccccc34)=CSC2=N1,3%,1.3%,0%,1%,-1%,
C/C(N)=C(/C#N)C(=O)COC(=O)c1cccc2ccccc12,-4%,2.3%,-14%,47%,2%,
COc1ccccc1NC(=O)c1ccc2c(O)c(S(=O)(=O)c3ccccc3)c(=O)[nH]c2c1,-2%,3.6%,-1%,-4%,-2%,

# Additional entries:
SMILES,PhoP GFP inhibition,VEEV TC-83 Vero,H1N1 NS1A inhibition,M. tuberculosis,M. tuberculosis HTS,others
Cc1cc(Oc2ccccc2)nc(NCc2ccccc2)n1,-3%,1.6%,-5%,-10%,8%,
O=c1c2ccccc2[nH]c(=S)n1Cc1ccccc1Cl,0%,0.5%,-8%,-3%,2%,
CNC(=O)CC(C(=O)O)c1ccc(OC(C)C)cc1 (stereo unspecified),-3%,1.0%,8%,-8%,-6%,
O=C(Nc1ccc2nn(-c3ccccc3)nc2c1)c1cccs1,8%,i,0%,6%,3%,
O=C(c1cccc(S(=O)(=O)Nc2ccc(F)cc2)c1)N1CCCC1,·,1.5%,-11%,18%,-3%,
O=C(Nc1ccc(-n2cccn2)cc1)C1CCCCN1Cc1cccc2cccnc12 (stereo unspecified),-7%,4.8%,1%,74%,?,
COc1ccc(-c2cn3ccccc3n2)cc1OC,-5%,0.2%,2%,8%,3%,VEEV TC-83 Vero 10K pilot screen=2.9
CC(O)/C=C/c1cccc[n+]1C (stereo unspecified),-3%,0.5%,-2%,13%,-6%,
S=C(Nc1ccc(Oc2ccccc2)cc1)N1CCN(c2ccccn2)CC1,3%,5.6%,2%,22%,-3%,
CCc1cccc2sc(NC(=O)c3ccc(N4C(=O)CCC4=O)cc3)nc12,-4%,2.3%,-2%,-6%,-2%,
CC1CCCCN1CCCNC(=O)CN1C(=O)c2cccnc2Oc2ccccc21 (stereo unspecified),7%,0.7%,-1%,-14%,0%,
COC(=O)c1ccc(Oc2c(Cl)cccc2[N+](=O)[O-])cc1,1%,0.9%,-2%,41%,7%,
O=[N+]([O-])c1ccc(Sc2n[nH]c(-c3ccncc3)n2)nc1,7%,0.6%,11%,22%,-2%,
Cc1ccc(C(=O)CN2C(=O)NC3(CCOc4ccccc43)C2=O)s1 (stereo unspecified),·,2.5%,-3%,15%,-8%,
C=CCNC(=O)CN1CCC(O)(c2ccc(F)cc2)CC1,17%,0.5%,3%,1%,-5%,
COC(=O)[C@]1(CC(C)C)N[C@H](c2ccc(SC3CCCCC3)cc2)[C@@H]2C(=O)N(C)C(=O)[C@@H]21,·,i,9%,39%,2%,
O=C(CN1CCCCCC1)Nc1cccc2c1OCO2,13%,0.1%,-1%,-5%,3%,
COc1ccc(C(=O)Nc2ccc(S(=O)(=O)N3CCCCC3)cc2)cc1OC,-8%,0.4%,2%,5%,-6%,
CCCCNC(=O)c1onc(CSc2ccncc2)c1C(=O)NCCCC,-3%,i,-20%,14%,8%,
O=C(CCN1C(=O)c2ccccc2S1(=O)=O)Nc1ccccc1,-7%,i,7%,-18%,-1%,
COCCOC(=O)/C(=C\c1cc(C(C)(C)C)c(O)c(C(C)(C)C)c1)C(C)=O,9%,2.9%,1%,29%,4%,
COc1ccc2c(c1)[nH]c1c(=O)n(/N=C/C3C(C)C=C(C)CC3C)c(=O)[nH]c12 (stereo unspecified),-13%,1.2%,-3%,-5%,-3%,
COc1ccc(NC(=O)COc2ccc3oc(=O)cc(C)c3c2)cc1,4%,2.1%,-3%,1%,-12%,
Cc1sc2c(c1C)CN(CCN1CCOCC1)CN2C(=O)c1ccccc1,-4%,0.1%,6%,-4%,-8%,
COc1cc(SC)ccc1C(=O)NCCCOC(C)C,13%,0.8%,-7%,8%,-3%,

# Ordered by length of the SMILES (lowest first): 3 of the compounds above.
SMILES,PhoP GFP inhibition,VEEV TC-83 Vero,H1N1 NS1A inhibition,M. tuberculosis,M. tuberculosis HTS,others
COc1cc(SC)ccc1C(=O)NCCCOC(C)C,13%,0.8%,-7%,8%,-3%,
S=C(Nc1ccc(Oc2ccccc2)cc1)N1CCN(c2ccccn2)CC1,3%,5.6%,2%,22%,-3%,
COCCOC(=O)/C(=C\c1cc(C(C)(C)C)c(O)c(C(C)(C)C)c1)C(C)=O,9%,2.9%,1%,29%,4%,

# Next results follow:
SMILES,PhoP GFP inhibition,VEEV TC-83 Vero,H1N1 NS1A inhibition,M. tuberculosis,M. tuberculosis HTS,others
O=C(CSc1nnc(NC(=O)c2cc(Br)ccc2Cl)s1)NCC1CCCO1 (stereo unspecified),-7%,2.7%,1%,42%,1%,
CC(C)Sc1cc(Cl)nc(NC(=O)Nc2ccccc2)n1,2%,i,4%,3%,-1%,
Fc1ccc(CNC(=S)NC2CCCCCC2)cc1,3%,1.0%,5%,74%,2%,
COc1ccc(-c2nnc(SCC(=O)NC3CC3)o2)c(OC)c1,·,1.6%,3%,·,·,
O=C(O)c1ccccc1Sc1ccccc1S(=O)(=O)NC1CCCCC1,-12%,i,·,1%,-7%,
COc1cc2nc(CN(C)CC(=O)Nc3ccc(N4CCOCC4)cc3)[nH]c(=O)c2cc1OC,·,3.0%,7%,·,·,
CCOc1ccc(S(=O)(=O)Nc2ncn[nH]2)cc1,11%,0.5%,-3%,0%,1%,
CC(=O)Nc1ccc(C(=O)COC(=O)c2nc3nc(C)cc(C)n3n2)cc1,·,1.8%,-8%,-20%,4%,
Cc1ccc(N2NC(=O)/C(=C/c3ccc(-c4ccc(Cl)c(C(=O)O)c4)o3)C2=O)cc1C,17%,0.5%,11%,·,2%,
CCOC(=O)c1[nH]nc2c1C(=O)N(CC)C2=O,4%,0.9%,6%,-5%,-2%,
